RGS4 block: inhibitors of human RGS4. 0.45% of 310,000 active. B-score at 10 µM. HEK293 M3R/RGS4 inducible, Fluo-4 calcium flux; active compounds read high; triggered by carbachol at its EC20. P49798;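 active = B-score, a plate-corrected calcium signal, over three deviations above library mean, with baseline fluorescence within five deviations of library mean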;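 note: RGS4 expression induced by doxycycline in cells with stable M3 receptor; B-score is computed from the integrated fluorescence ratio over baseline after carbachol; higher B-score means a larger calcium signal and so more RGS4 inhibition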
RGS4 act: RGS4 potentiation or activation; HEK293 M3R/inducible RGS4, carbachol calcium flux Fluo4; active compounds read low; B-score at 10 µM; 0.92% of 310,000 active; AID 463111;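 active = B-score of the integrated calcium signal more than 4 SD below the library mean, with starting fluorescence not abnormally high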;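 note: negative B-score means reduced calcium response which marks RGS4 activation or potentiation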
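Material: Inducible-RGS4 HEK293 cells carrying M3 receptor; also added: carbachol at ECmax as muscarinic agonist stimulus; incubation: compound preincubation 20 min at room temperature before agonist; signal: Fluo4-AM (2 µM) calcium-flux fluorescence, kinetic read; measure: integrated calcium ratio converted to B score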
KCNQ1 pot: human KCNQ1 channel potentiation or activation. P51787. CHO-K1 KCNQ1, thallium flux FluxOR fluorescence; active compounds read high. B-score at 10 µM. 0.35% of 310,000 active;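 active = fluorescence ratio B-score, a plate-corrected score, at least three library SD, with initial intensity B-score within 5 SD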
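assay system = KCNQ1-transfected CHO-K1 cells | medium = assay buffer with matched DMSO | probe or stimulus = depolarizing K+/Tl+ stimulus, K2SO4 and Tl2SO4 each 12.5 mM in 5x stock | dosing = single dose | incubation = dye 90 min, compound 20 min, room temperature | detection = kinetic FluxOR fluorescence, 10 s baseline plus 110 s post-stimulus | evaluation = ratio B score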
MrgX1 agonist: human MrgX1 receptor agonism, primary screen; Q96LB2; MrgX1-HEK293 cells, Fluo-4 calcium fluorescence, agonist mode; active compounds read high; B-score at 10 µM; 0.44% of 310,000 active; AID 588627;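 active = calcium response B-score plate-corrected fluorescence ratio at least 3 library SD, with starting fluorescence B-score inside 5 SD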
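times = overnight plating, then 30 min 37 °C plus 30 min room-temperature dye loading | assay system = stable human MrgX1 HEK293 cell line | input = fifteen thousand cells per well | signal = kinetic calcium dye fluorescence, Fluo-4 NW | dosing = compound delivered in addition one of three | read-out = B-scored fluorescence response ratio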
KCNQ1 inh: inhibitors of human KCNQ1 potassium channel; 1.3% of 310,000 active; AID 2642; B-score at 10 µM; P51787; CHO-K1 KCNQ1, FluxOR thallium flux fluorescence; active compounds read high;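 active = compounds whose thallium flux B-score, printed positive for inhibition, exceeds three library SD while starting fluorescence stays within three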;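 note: channel opened by potassium depolarization with thallium stimulus after 20 min compound exposure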
hERG rescue: hERG (human) protection from proarrhythmic block; Q12809; CHO-hERG, FluxOR thallium flux, dofetilide IC70 present; activation (rescue from dofetilide block), less the hit threshold, % at 10 µM; 0.51% of 310,000 active; AID 1511;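 active = activation above the mean of controls blocked by dofetilide plus 5 SD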;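 note: thallium influx through hERG after potassium depolarization seen as dye fluorescence rise; in these data hits start at about 4.7%; inactives centre near -7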
TMEM16A inh: mouse TMEM16A channel inhibition, primary screen; Q8BHY3; HEK293 TMEM16A/YFP iodide influx fluorescence, ionomycin; normalized B-score (activity score, 25-100; higher = stronger inhibition) at 10 µM; 1.2% of 310,000 active; AID 588511;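 active = ratio plate-corrected score three or more library SD toward inhibition, starting fluorescence score within five deviations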;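 note: score derived from kinetic fluorescence span divided by baseline fluorescence per well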
Target sequence (Q8BHY3 whole entry, looked up): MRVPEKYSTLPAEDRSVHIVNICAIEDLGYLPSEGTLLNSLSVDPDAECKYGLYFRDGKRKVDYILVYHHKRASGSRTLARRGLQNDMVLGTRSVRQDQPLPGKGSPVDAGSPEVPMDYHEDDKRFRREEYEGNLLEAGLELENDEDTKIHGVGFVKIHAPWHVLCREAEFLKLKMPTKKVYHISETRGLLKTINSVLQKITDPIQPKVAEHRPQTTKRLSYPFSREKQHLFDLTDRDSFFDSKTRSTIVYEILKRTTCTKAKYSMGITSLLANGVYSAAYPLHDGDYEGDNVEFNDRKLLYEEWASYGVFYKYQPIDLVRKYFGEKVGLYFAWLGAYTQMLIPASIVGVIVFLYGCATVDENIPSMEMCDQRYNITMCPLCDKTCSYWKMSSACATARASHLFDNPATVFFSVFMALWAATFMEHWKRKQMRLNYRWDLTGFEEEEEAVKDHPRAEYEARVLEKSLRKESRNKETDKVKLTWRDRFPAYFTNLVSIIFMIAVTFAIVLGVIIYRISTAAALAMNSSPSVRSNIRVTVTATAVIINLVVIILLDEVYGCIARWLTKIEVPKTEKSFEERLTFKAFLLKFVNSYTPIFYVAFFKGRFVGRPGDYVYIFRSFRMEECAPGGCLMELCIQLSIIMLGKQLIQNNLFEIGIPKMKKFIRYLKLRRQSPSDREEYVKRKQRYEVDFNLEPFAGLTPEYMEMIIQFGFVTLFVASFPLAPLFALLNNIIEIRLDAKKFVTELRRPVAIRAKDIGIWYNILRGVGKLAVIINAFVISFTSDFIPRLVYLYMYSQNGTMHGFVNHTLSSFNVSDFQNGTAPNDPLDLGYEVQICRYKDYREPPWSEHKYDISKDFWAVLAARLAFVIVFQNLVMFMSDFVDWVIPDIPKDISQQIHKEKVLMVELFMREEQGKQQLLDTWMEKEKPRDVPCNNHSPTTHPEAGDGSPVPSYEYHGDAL
TMEM16A act: mouse TMEM16A channel activation, primary screen; Q8BHY3; HEK293 TMEM16A/YFP-H148Q/I152L, iodide quench fluorescence; active compounds read low; B-score at 10 µM; 0.3% of 340,000 active;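 active = fluorescence-ratio B-score plate-corrected deviation score at least 3 library SD below zero, with starting fluorescence score within 5 deviations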;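 note: channel opened by trigger with iodide after compound preincubation; score built on the fluorescence ratio of max minus min over baseline; more negative score means more quench and so TMEM16A activation or potentiation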
KCNK9 block: human KCNK9 channel inhibition; Q9NPC2; HEK293 KCNK9, FluxOR thallium flux fluorescence; active compounds read low; B-score at 10 µM; 1.2% of 310,000 active;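 active = ratio B-score over 3 SD below the library mean, with starting fluorescence within 5 SD of its mean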;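 note: negative B-score means less thallium flux so channel inhibition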
KCNK3 block: human KCNK3 channel inhibition, primary screen | AID 602410 | 0.84% of 340,000 active | CHO-KCNK3 thallium flux, FluxOR fluorescence; active compounds read low | B-score at 10 µM;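 active = B-score under library mean minus 4 SD, starting fluorescence ratio at most library mean plus 5 SD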;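 note: more negative B-score means stronger inhibition of thallium flux through KCNK3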
MrgX1 PAM: human MrgX1 positive allosteric modulation, primary screen; B-score at 10 µM; 0.63% of 310,000 active; Q96LB2; MrgX1-HEK293, Fluo-4 calcium flux, FDSS; active compounds read high;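 active = plate-corrected calcium response at least 3 library SD above typical, normal starting fluorescence, not activating the receptor alone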;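 note: compound read alongside a low EC10 to EC30 dose of BAM8-22 agonist; peak minus trough fluorescence over baseline measured at the second addition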
* marks the source's active call; other numbers are inactive results; i = inactive; x = no result given.

| molecule | RGS4 act | TMEM16A inh | KCNQ1 pot | RGS4 block | KCNK3 block | KCNK9 block | hERG rescue | MrgX1 agonist | KCNQ1 inh | MrgX1 PAM | TMEM16A act |
| --- | --- | --- | --- | --- | --- | --- | --- | --- | --- | --- | --- |
| Cc1ccc(C(=O)OCCN(C)Cc2ccccc2)cc1 | i | i | i | i | i | i | -7 | i | i | i | i |
| COC(=O)c1ccc(NC(=O)C2CC3CCC2C3)cc1 (stereo not drawn) | i | i | i | i | i | i | -7 | i | i | i | i |
| CCN(CC)c1ccc(NC(=O)c2ccccc2F)cc1 | i | i | i | i | i | i | -6 | i | i | i | i |
| COc1cc(Br)c(-c2sc(Nc3ccccc3)n[n+]2-c2ccc(F)cc2)cc1OC | i | i | i | i | i | i | -17 | i | i | i | i |
| O=C(CCc1nc2ccccc2c(=O)[nH]1)NCCN1C(=O)S/C(=C\c2ccccc2Cl)C1=O | i | i | i | i | i | i | -6 | i | i | i | i |
| CCSc1nnc(NC(=O)c2cccc(S(=O)(=O)N(C)c3ccc(C)cc3)c2)s1 | i | 25* | i | i | i | i | -12 | i | i | i | i |
| CSc1nnc(Cc2ccc3c(c2)OCO3)o1 | i | i | i | i | i | i | -16 | i | i | i | i |
| COCCn1c(SCc2nnc(-c3ccc(OC)c(OC)c3)o2)nnc1-c1ccncc1 | i | i | i | i | i | i | -15 | i | i | i | i |
| CN1C(=O)NC(NC(=O)c2ccco2)(C(F)(F)F)C1=O (stereo not drawn) | i | i | i | i | i | i | -9 | i | i | i | i |
| COC(=O)C1=CO[C@@H](O[C@@H]2OC(CO)[C@@H](O)[C@@H](O)[C@@H]2O)C2C1CC[C@]2(C)O (stereo partly drawn) | i | i | i | i | i | i | -3 | i | i | i | i |
| CCCCCCCCN1[C@@H](CC(=O)O)c2cc(F)ccc2S1(=O)=O | i | i | i | i | i | i | -6 | i | i | i | i |
| CC(=O)Oc1ccc2c(c1)C(=O)c1ccccc1CO2 | i | i | i | i | i | i | -6 | i | i | i | i |
| COc1cccc(-c2noc(C3CCCN(C(=O)c4ccc(F)cc4F)C3)n2)c1 (stereo not drawn) | i | i | i | i | i | i | -13 | i | i | i | i |
| CC(C)(C)C1c2[nH]c3ccccc3c2CCN1Cc1cccc(OCCO)c1 (stereo not drawn) | i | i | i | i | i | i | -12 | i | i | i | i |
| C=CCN1c2ccccc2[C@]23C[C@@H](C(=O)OC)N(C(=O)c4cccs4)C2=NC(C(=O)OC)=C(C(=O)OC)[C@H]13 | i | i | i | i | i | i | -14 | i | i | i | i |
| CC(=O)Nc1ccc(S(=O)(=O)Nc2ccc(=O)n(Cc3ccc(Cl)c(Cl)c3)c2)cc1 | i | i | i | i | i | i | -14 | i | i | i | i |
| CCN(CC(=O)Nc1c(F)cccc1F)C(=O)C1CC(=O)N(c2ccc3c(c2)OCCO3)C1 (stereo not drawn) | i | i | i | i | i | i | -10 | i | i | i | i |
| Cc1ccc(F)cc1NC(=O)C1CCCN(c2ncccn2)C1 (stereo not drawn) | i | i | i | i | i | i | -3 | i | i | i | i |
| CCCCC(=O)N(c1ccc(OCC)cc1)C1C=CS(=O)(=O)C1 (stereo not drawn) | i | i | i | i | i | i | 1 | i | i | i | i |
| COc1ccc(NC(=O)c2cc3c(CO)cnc(C)c3oc2=Nc2cc(OC)cc(OC)c2)cc1 | i | i | i | i | i | i | -4 | i | i | i | i |
| CCCCC(O)(CCCC)C(=O)NN(C(=O)OCC)c1ccccc1 | i | i | i | i | i | i | -6 | i | i | i | i |
| NC(=O)c1nsc(C(=O)N(c2ccc3c(c2)OCO3)C(C(=O)NCC2CCCO2)c2ccc(F)cc2)c1N (stereo not drawn) | i | i | i | i | i | i | -7 | i | i | i | i |
| CCNc1ccc(C(=O)OCC)cc1NC(=O)c1cccc(N(C)C)c1 | i | i | i | i | i | i | -2 | i | i | i | i |
| CCOP(=O)(O)c1cccc(OCCOCCOc2cccc(P(=O)(O)OCC)c2)c1 | i | i | i | i | i | i | -4 | i | i | i | i |
| CC(C)Cc1nc2ccccc2n1CCc1ccccc1 | i | i | i | i | i | i | -14 | i | i | i | i |
| Cc1cc(C(=O)N/N=C/c2c(C)nn(-c3ccccc3)c2C)c(C)o1 | i | i | i | i | i | i | -2 | i | i | i | i |
| COc1cc2ccccc2cc1C(=O)N(CCN(C)C)c1nc2c(F)cccc2s1 | i | i | i | i | i | i | -15 | i | i | i | i |
| O=C(/C(=C/c1cccnc1)n1ccnc1)c1ccc(Cl)cc1Cl | i | i | i | i | i | i | -14 | 33* | i | i | i |
| CCN(CC)c1ccc(CNc2nc3ccccc3n2C)cc1 | i | i | i | i | i | i | -17 | i | i | i | i |
| COC(=O)c1ccc(Nc2nc(N3CCOCC3)nc(N3CCOCC3)n2)cc1 | i | i | i | i | i | i | -10 | i | i | i | i |
| CC1=C(C(=O)OCc2ccccc2)C(c2cccs2)N2C(=O)CCSC2=N1 (stereo not drawn) | i | i | i | i | i | i | -20 | i | i | i | i |
| O=C1NC(=S)S/C1=C\c1cc2ccccc2nc1N1CCCCC1 | i | i | i | i | i | i | -6 | i | i | i | i |
| CSc1ccc(NC(N)=S)cc1 | i | i | i | i | i | i | -10 | i | i | i | i |
| CCOC(=O)c1ccc(NC(=S)NNC(=O)C2(C)CC2(Cl)Cl)cc1 (stereo not drawn) | i | i | i | i | i | i | -4 | i | i | i | i |
| COC(=O)c1ccc(N2NC(=O)/C(=C/c3cc(OC)c(O)c(OC)c3)C2=O)cc1 | i | i | i | i | i | i | -6 | i | i | i | i |
| CC1=C(C#N)c2nc(N)c(C#N)c(C)c2/C1=C\c1ccc(-c2ccccc2C(=O)O)o1 | i | x | i | 5.6* | i | i | -21 | x | i | x | i |
| OC(COc1ccc(F)cc1)CN1CCN(CC(O)COc2ccc(F)cc2)CC1 (stereo not drawn) | i | i | i | i | i | i | -10 | i | i | i | i |
| O=C(NC(=S)Nc1cccc(C(F)(F)F)c1)c1csnn1 | i | i | 63* | i | i | i | 54* | i | i | i | i |
| Cc1cc(C(=O)OCC(N)=O)c(C)n1-c1ccccc1 | i | i | i | i | i | i | -11 | i | i | i | i |
| COc1cc(/C=N/OCC(=O)NC2CCCCC2)ccc1OCc1ccccc1 | i | i | i | i | i | i | -2 | i | i | i | i |
| CN(C)CCNC(=O)/C(=C/c1ccc(-c2ccc(Cl)cc2)o1)NC(=O)c1ccccc1 | i | i | i | i | i | i | -25 | i | i | i | i |
| Cc1c(C(=O)N2CCN(C(=O)c3ccco3)CC2)sc2nc(-c3ccc(F)cc3)cn12 | i | i | i | i | i | i | -21 | i | i | i | i |
| CCc1cccc(NC(=O)CCCn2nc(CC)n3c(cc4occc43)c2=O)c1 | i | i | i | i | i | i | -11 | i | i | i | i |
| COc1ccc(/C=C/C(=O)O)cc1S(=O)(=O)NCC1CCCO1 (stereo not drawn) | i | i | i | i | i | i | -12 | i | i | i | i |
| Cc1ccc2c(c1)CCCN2C(=O)CSc1ccccc1 | i | i | i | i | i | i | -11 | i | i | i | i |
| CN(c1cccc(NC(=O)c2ccccc2N(Cc2ccccc2)S(C)(=O)=O)c1)S(C)(=O)=O | i | i | i | i | i | i | -9 | i | i | i | i |
| Cc1cc2cc(C)c3nnc(SCC(=O)Nc4ccc(S(=O)(=O)N5CCCCC5)cc4)n3c2cc1C | i | i | i | i | i | i | -5 | i | i | i | i |
| CCCn1c(C)cc(C(=O)CN2C(=O)c3cccc(N)c3C2=O)c1C | x | i | x | x | i | x | x | i | x | i | i |
| Cc1cc(C)cc(OCCCOc2cccc3cccnc23)c1 | i | i | i | i | i | i | -11 | i | i | i | i |
| Cc1cc(C)n2nc(SCc3ccc(F)cc3Cl)nc2n1 | i | i | i | i | i | i | -5 | i | i | i | i |

Carrying on:
| molecule | RGS4 act | TMEM16A inh | KCNQ1 pot | RGS4 block | KCNK3 block | KCNK9 block | hERG rescue | MrgX1 agonist | KCNQ1 inh | MrgX1 PAM | TMEM16A act |
| --- | --- | --- | --- | --- | --- | --- | --- | --- | --- | --- | --- |
| COc1cccc2c1Oc1ncccc1N(C(=O)CCC(=O)NCc1ccc(C)cc1)C2 | i | i | i | i | i | i | -4 | i | i | i | i |
| Cc1cc(C)cc(OCC(=O)O/N=C(\N)c2ccccn2)c1 | i | i | i | i | i | i | -4 | i | i | i | i |
| O=C(CN1CCN(S(=O)(=O)c2ccc(F)cc2)CC1)c1ccc(O)c(O)c1 | i | i | i | i | i | i | -6 | i | i | i | i |
| Cc1ccc(NC(=O)COc2ccc(/C=N\NC(=O)c3cccnc3)cc2)cc1C | i | i | i | i | i | i | -4 | i | i | i | i |
| COc1ccc(CNC(=O)CSc2n[nH]c(N)n2)cc1OC | i | i | i | i | i | i | -7 | i | i | i | i |
| COc1cccc(Nc2ccc(Nc3cccc(OC)c3)nn2)c1 | i | i | i | i | i | i | -7 | i | i | i | i |
| CC1CCCCN1CC(O)COc1ccc(OCC(O)CN2CCCCC2C)cc1 (stereo not drawn) | i | i | i | i | i | i | -6 | i | i | i | i |
| Cc1cc(NC(=O)c2ccc3c(c2)C(=O)N(Cc2cccnc2)C3=O)no1 | i | i | i | i | i | i | -13 | i | i | i | i |
| CC(C)n1c(SCC(=O)Nc2ccc(F)cc2)nnc1C1CC1 | i | i | i | i | i | i | -9 | i | i | i | i |
| CC(=O)c1c(C)nc2cc(Cl)ccc2c1N | i | i | i | i | i | i | -7 | i | i | i | i |
| Cc1onc(-c2ccccc2)c1C(=O)Nc1ccc(C(=O)N2CCCCC2)cc1 | i | i | i | i | i | i | -6 | i | i | i | i |
| COc1ccc(N(CC(O)Cn2c3ccccc3c3ccccc32)S(=O)(=O)c2ccccc2)cc1 (stereo not drawn) | i | i | i | i | i | -7.5* | -8 | i | 11* | i | -4.8* |
| CCn1c(SCC(=O)N(Cc2ccccc2)C2CCS(=O)(=O)C2)nc2ccccc2c1=O (stereo not drawn) | i | i | i | i | i | i | -3 | i | i | i | i |
| Cc1ccc(NC(=O)c2ccc(NCCc3ccccc3)c([N+](=O)[O-])c2)cc1F | i | i | i | i | i | i | -6 | i | i | i | i |
